High-throughput results: PubChem, several laboratories
GDH-TPI counter – GDH-TPI coupled enzyme inhibition counter-screen; AID 588335; inhibition, % at 4.8 µM; 360,000 tested, 1.2% active; GDH-TPI coupled enzyme counterscreen, NADH absorbance;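 further: 0% = DMSO wells and 100% = wells lacking the enzyme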
PrPC surface inh – cell surface PrPC inhibition, primary TR-FRET screen; P04156; TR-FRET read-out; inhibition, % at 13.8 µM; 370,000 tested, 0.43% active; AID 720596; in the data active means inhibition above about 24%; further: 0% = median of the test wells and 100% = reference compound wells
BioA inh – blocks M. tuberculosis BioA enzyme activity | purified M. tuberculosis BioA enzyme, plate reader | inhibition, % at 9.99 µM | 360,000 tested, 0.096% active; in the data active means inhibition above about 40%; inconclusive means no clear call, values can overlap the other calls
BoNT A protease – BoNT A light chain protease inhibition. 360,000 tested, 0.17% active. AID 588499. multiplex microsphere protease substrate cleavage, flow cytometry. inhibition, % at 10 µM; in the data active means inhibition above about 30%; inconclusive means no clear call, values can overlap the other calls; further: plate controls were buffer without enzyme for full effect and enzyme alone for no effect
FBA Mtb inh – inhibitors of M. tuberculosis fructose-bisphosphate aldolase; P9WQA3; purified M. tuberculosis FBA, fluorescence read-out; inhibition, % at 1 µM; 360,000 tested, 2.3% active; in the data active means inhibition above about 27%;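 further: 0% = vehicle and 100% = reference inhibitor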
Target sequence (P9WQA3 whole entry, looked up): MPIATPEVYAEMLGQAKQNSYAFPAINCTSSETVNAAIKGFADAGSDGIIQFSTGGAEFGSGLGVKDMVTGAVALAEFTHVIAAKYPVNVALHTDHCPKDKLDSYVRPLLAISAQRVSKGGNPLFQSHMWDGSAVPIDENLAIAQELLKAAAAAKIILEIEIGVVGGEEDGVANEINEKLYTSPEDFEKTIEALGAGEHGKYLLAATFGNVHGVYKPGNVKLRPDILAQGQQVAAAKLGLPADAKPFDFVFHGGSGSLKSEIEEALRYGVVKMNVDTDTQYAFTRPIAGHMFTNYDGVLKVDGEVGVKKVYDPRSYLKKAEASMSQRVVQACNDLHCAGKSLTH
CCHF vOTU inh – blocks the CCHF virus ovarian tumor domain protease | CCHFV vOTU protease, Pep-AMC fluorescence | 370,000 tested, 0.55% active | AID 651958 | inhibition, % at 11.5 µM; further: 0% = vehicle wells with enzyme and 100% = no enzyme wells
FadD28 FP inh – blocks FadD28 binding to the bisubstrate probe; fluorescence polarization; inhibition, % at 12.5 µM; 360,000 tested, 0.22% active; AID 588549; in the data active means inhibition above about 8.5%, passing the limit was not always enough; inconclusive means no clear call, values can overlap the other calls
BoNT F protease – inhibitors of Botulinum neurotoxin F light chain protease; Multiplex microsphere protease cleavage assay, flow cytometry; inhibition, % at 10 µM; 360,000 tested, 0.22% active; in the data active means inhibition above about 35%, passing the limit was not always enough; inconclusive means no clear call, values can overlap the other calls; further: plate controls were buffer without enzyme for full effect and enzyme alone for no effect
Mtb UGM inh – Mtb UDP-galactopyranose mutase inhibition; P9WIQ1; purified UGM, fluorescence polarization probe displacement; inhibition, % at 10 µM; 320,000 tested, 0.06% active; in the data active means inhibition above about 10%, passing the limit was not always enough; inconclusive means no clear call, values can overlap the other calls
Target sequence (P9WIQ1 whole entry, looked up): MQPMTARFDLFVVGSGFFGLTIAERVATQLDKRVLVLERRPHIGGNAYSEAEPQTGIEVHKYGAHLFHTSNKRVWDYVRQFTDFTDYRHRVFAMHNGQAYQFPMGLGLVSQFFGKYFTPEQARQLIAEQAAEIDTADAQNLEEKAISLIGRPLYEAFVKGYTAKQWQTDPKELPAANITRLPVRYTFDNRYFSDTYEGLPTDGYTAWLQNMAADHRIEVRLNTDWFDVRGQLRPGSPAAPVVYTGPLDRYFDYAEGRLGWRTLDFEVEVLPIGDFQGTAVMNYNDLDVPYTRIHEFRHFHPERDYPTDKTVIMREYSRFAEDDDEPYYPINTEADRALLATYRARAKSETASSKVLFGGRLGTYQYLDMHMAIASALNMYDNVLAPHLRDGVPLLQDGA
Starred values were filed as active, the others as inactive; ? = inconclusive; . = no result given. Unless noted, no stated cut-off is given here; in the data, active means inhibition above about 30%; inactive means the rest.

SMILES	GDH-TPI counter	PrPC surface inh	BioA inh	BoNT A protease	FBA Mtb inh	CCHF vOTU inh	FadD28 FP inh	BoNT F protease	Mtb UGM inh
Cn1c(=O)c2ncn(CC(=O)Nc3cccc(-c4nc5ccccc5s4)c3)c2n(C)c1=O	5	3	-0.5	0.9	2	-9	-1.6	6	0.1
COc1cccc(/C=N/n2c(=S)n(C)c3ccccc32)c1OC	5	3	.	0.2	2	0	-1.9	-6	-0.4
O=C(COc1ccccc1)NC1CCCCCCC1	-2	2	0.4	-1.6	-1	2	-2.3	-4	-0.3
O=C(NCc1ccccn1)C1CCCN(Cc2cnn(-c3ccccc3)c2-n2cccc2)C1 (stereo not drawn)	-13	.	.	-0.4	0	.	-4.6	1	0.4
COc1cc(C(=O)Oc2cc(N)n(S(=O)(=O)c3ccc(F)cc3)n2)cc(OC)c1OC	2	-10	-6.6	-2.0	-1	1	-4.9	-3	1.9
O=C1NCCOC(=O)[C@@H](Cc2ccc(F)cc2)CC/C=C/C[C@H]1CC(=O)N(CCO)Cc1ccccc1	-2	11	-0.2	-0.1	-1	-2	-4.1	1	.
COCOCCn1cc(CN2CCS(=O)(=O)N(Cc3ccc(-c4ccc(F)cc4)cc3)C(C(C)C)C2=O)nn1 (stereo not drawn)	0	3	1.0	0.2	-2	3	-2.0	2	.
COc1ccc(NC(=O)C(CCS(C)(=O)=O)NC(C)=O)cc1 (stereo not drawn)	7	6	-2.4	0.2	1	3	-1.8	-7	1.6
O=C(O)COc1ccccc1/C=N/NC(=O)Cc1csc(Nc2cccc(C(F)(F)F)c2)n1	8	-7	5.6	-0.6	-5	32*	-1.6	-6	3.3
COc1ccc(-c2noc(CCC(=O)N3CCN(c4ccccc4F)CC3)n2)cc1	10	-2	-2.5	-0.6	3	3	-0.5	-8	.
CCCc1ccc(S(=O)(=O)N2CCN(Cc3ccco3)CC2)cc1	1	-4	0.5	3.5	1	12	-1.4	6	0.1
CC(C)n1c(O)c(N=Nc2ccccn2)c2ccccc21	8	7	.	-0.2	-2	3	1.6	-3	2.2
Cc1cccc2sc(NNC(=O)c3ccc(S(=O)(=O)N4CCCC(C)C4)cc3)nc12 (stereo not drawn)	14	2	-0.6	-0.8	2	8	?	-28	1.6
O=C(NCCCN1CCCC1)c1ccc(CS(=O)(=O)c2ccc(Cl)cc2)o1	-2	-8	-2.0	-1.6	0	0	-1.7	-7	3.5
COC(=O)Cc1n[nH]c(=S)[nH]c1=O	8	-8	-1.5	0.2	-2	1	0.9	4	-0.5
COc1cccc(CNC(=O)c2nnn(CC(=O)Nc3ccc(C)c(C)c3)c2N)c1	-7	-3	-2.7	-0.6	3	-2	-3.6	-4	-3.1
O=C(CCn1nnc2ccccc21)Nc1nnc(-c2ccccc2F)s1	3	-1	-1.3	1.9	4	-3	-3.1	4	-0.5
CCOC(=O)c1ccc(NC(=O)CC2C(=O)N(c3ccccc3)C(=O)N2CCCOC)cc1 (stereo not drawn)	-12	-3	-2.4	0.0	-2	-15	-3.6	-1	-8.0
CNC(=O)c1c(NC(=O)C2=COCCO2)sc2c1CCCC2	30	0	3.9	-0.4	-2	-1	-1.8	1	0.1
COc1cccc(C2N(Cc3ccccc3)C(=O)C2(F)F)c1OC (stereo not drawn)	-4	3	-0.9	-0.9	-2	8	-4.1	0	0.3
O=S(=O)(c1cccc(NC(=S)N2CCN(c3ccccc3F)CC2)c1)C(F)F	8	1	.	0.2	-2	4	-4.9	-2	2.6
Cc1ccc2c(c1)CC1(CN2C)C(=O)NC(=O)N(c2ccccc2C)C1=O (stereo not drawn)	0	4	-1.2	-1.1	1	2	-4.0	-14	1.2
COc1ccc([C@@H]2CC(=O)[C@@H]3CN(S(=O)(=O)c4ccc(C)cc4)[C@H](c4cccc(Cl)c4)C[C@@H]3N2S(=O)(=O)c2ccccc2)cc1	.	2	0.2	-0.3	1	-6	-0.8	-10	.
COC(=O)c1cccc(N/C=C(\[N+](=O)[O-])S(=O)(=O)c2ccccc2)c1	8	-7	-0.2	-2.9	3	-11	-1.6	0	-2.2
Cc1ccc(Cn2c(NS(=O)(=O)c3ccccc3)nc3ccccc32)cc1	6	12	-1.6	-2.5	0	7	0.0	-3	-5.1
Cc1ccc2c(c1)CCCN2C(=O)CCc1nc2ccccc2c(=O)[nH]1	-3	20	-1.6	-1.1	-1	5	-0.3	-8	-1.2
N#C/C(=C\c1cccs1)C(=O)NCc1ccccc1	28	-2	.	-0.9	6	1	0.9	-1	2.0
Cc1ccc2[nH]c(=O)c(Cc3ccccc3)c(O)c2c1	9	1	-0.8	-0.8	12	-15	-3.7	-3	0.0
O=C(/C=C/c1ccccc1)Nc1ncn[nH]1	6	.	-2.0	0.2	1	.	-1.8	1	-1.9
Cc1ccc(NC(=O)C2CCN(c3ncnc4c3nc3n4CCCCC3)CC2)nc1	-7	17	0.8	1.4	0	4	-1.3	-1	3.9
Cc1cccc(NC(=O)c2ccc(Cl)c(S(=O)(=O)N3CCCCC3)c2)n1	-1	4	0.9	-4.5	-3	3	-2.7	-5	-2.0
COCCN1C[C@@H](CO)O[C@@H](n2cnc3c(NC4CCC4)ncnc32)C1	7	-4	-2.3	-0.7	1	-4	-0.8	-9	.
O=C(COC(=O)c1cccnc1Nc1ccccc1F)NCCN1C(=O)CSC1=O	23	-5	.	10	0	9	-3.6	69*	1.5
Cc1ccc(C(=O)/C=C\C(=O)c2ccc(C)cc2)cc1	-5	-4	.	-0.7	1	13	-2.8	-2	1.6
CC(=O)NC(c1ccc(F)c(F)c1)c1nc(-c2cccs2)cs1 (stereo not drawn)	12	1	-7.0	1.2	5	-5	-0.4	-7	.
Cn1c(SCC(=O)NCC2CCCO2)nnc1-c1ccc(Cl)cc1 (stereo not drawn)	17	-3	0.2	-1.2	5	12	-0.3	-13	-2.3

Reprinted from above (7 entries):
SMILES	GDH-TPI counter	PrPC surface inh	BioA inh	BoNT A protease	FBA Mtb inh	CCHF vOTU inh	FadD28 FP inh	BoNT F protease	Mtb UGM inh
Cc1ccc(NC(=O)C2CCN(c3ncnc4c3nc3n4CCCCC3)CC2)nc1	-7	17	0.8	1.4	0	4	-1.3	-1	3.9
Cc1cccc(NC(=O)c2ccc(Cl)c(S(=O)(=O)N3CCCCC3)c2)n1	-1	4	0.9	-4.5	-3	3	-2.7	-5	-2.0
COCCN1C[C@@H](CO)O[C@@H](n2cnc3c(NC4CCC4)ncnc32)C1	7	-4	-2.3	-0.7	1	-4	-0.8	-9	.
O=C(COC(=O)c1cccnc1Nc1ccccc1F)NCCN1C(=O)CSC1=O	23	-5	.	10	0	9	-3.6	69*	1.5
Cc1ccc(C(=O)/C=C\C(=O)c2ccc(C)cc2)cc1	-5	-4	.	-0.7	1	13	-2.8	-2	1.6
CC(=O)NC(c1ccc(F)c(F)c1)c1nc(-c2cccs2)cs1 (stereo not drawn)	12	1	-7.0	1.2	5	-5	-0.4	-7	.
Cn1c(SCC(=O)NCC2CCCO2)nnc1-c1ccc(Cl)cc1 (stereo not drawn)	17	-3	0.2	-1.2	5	12	-0.3	-13	-2.3

Next part
SMILES	GDH-TPI counter	PrPC surface inh	BioA inh	BoNT A protease	FBA Mtb inh	CCHF vOTU inh	FadD28 FP inh	BoNT F protease	Mtb UGM inh
COc1nc(NC23CC4CC(CC(C4)C2)C3)nc(OC)n1	11	3	-0.9	0.8	6	9	-1.2	11	-0.4
O=C(Cc1ccccc1F)OCN1C(=O)c2ccccc2C1=O	-7	2	-1.2	0.9	-1	19	.	4	1.7
Cc1ccc(O)c(C)c1	6	7	-1.2	0.0	2	-1	0.8	0	0.1
COC(=O)c1cc(C(=O)NCC2CCCCC2)cc([N+](=O)[O-])c1	-2	-27	-0.4	0.0	1	1	-2.6	-1	2.5
O=c1[nH]c(=O)n(Cc2ccco2)c(O)c1/C=N/N1CCCCC1	1	2	.	-0.8	-1	-11	-0.3	-9	1.2
Cc1nn(-c2ccccc2)nc1CNC(=O)C1CCC1	-3	4	.	-0.7	2	-10	-2.5	2	2.9
CC(=O)c1c(C(C)=O)c(C)n(Cc2ccc(Cl)cc2)c1C	4	11	5.2	-1.1	-1	8	-1.0	-35	0.9
COc1ccc(C2=CCN3CCCCC3C2)c(-c2ccc(OC)c(OC)c2)c1 (stereo not drawn)	1	0	1.8	4.0	0	-1	-5.6	-38	-0.8
CCOC(=O)Cc1csc(SCC(=O)/C(C#N)=C(\C)N)n1	-1	1	0.6	0.5	6	15	-1.9	0	4.7
CN(C)Cc1ccccc1-c1cccc2nccn12	9	4	1.8	0.2	142*	-21	-1.9	-5	.
O=c1cc(N2CCN(c3ccccc3)CC2)[nH]c(=O)n1C1CCCCC1	-5	-19	.	-1.0	4	-6	0.2	-31	4.2
CC(C)(C)c1nc(NCCO)c2nnn(Cc3ccccc3)c2n1	-6	-3	3.0	0.6	0	18	-1.5	-2	-0.2
CCC1CCCCN1C(=O)CSc1nc(N)cc(=O)[nH]1 (stereo not drawn)	1	-1	-2.9	0.5	1	-19	-0.1	5	-0.2
O=C(O)CNC(=S)N(Cc1ccccc1F)C1CCCCC1	-6	5	.	-1.6	-3	-7	-1.8	-7	-5.1
CCN(CC)S(=O)(=O)c1ccc(N2CCOCC2)c(NC(=O)CCOc2ccccc2)c1	9	9	0.2	0.4	1	24	-1.0	-2	-1.4
N=C1C(c2ccccc2)=C(O)CN1c1cccc2ccccc12	-1	-26	.	1.0	0	-1	0.2	-1	-2.3
CN(CC(=O)Nc1ccccc1Cl)C(=O)COC(=O)c1cnccn1	-2	2	-0.9	-5.2	-2	1	-2.6	-6	-3.7
COc1ccccc1Oc1ccc2c(c1)C(=O)N(c1ccc(C)cc1)C2=O	4	6	.	-0.3	-1	7	0.4	-3	-0.1
CCS(=O)(=O)n1c(Cc2cccs2)nc2ccccc21	8	-1	0.9	0.0	4	10	0.6	-3	1.0
CCC(NC(=O)C1C2C=CC(C2)C1C(=O)O)c1ccc(C)cc1 (stereo not drawn)	2	-5	-0.7	-2.2	0	-4	-0.1	8	4.3
CCCCC(CC)COC(=O)c1ccccc1C(=O)OCC(CC)CCCC (stereo not drawn)	10	-3	-0.4	-0.4	1	8	-1.3	2	-2.4
CCCn1nnnc1NCc1cccn1C	12	5	-1.9	-0.4	4	11	-0.5	-3	-4.1
CC(C)C(NC(=O)c1c(F)cccc1F)C(=O)NCc1ccncc1 (stereo not drawn)	-3	-6	-0.7	-1.7	0	6	-1.2	-6	.
Cc1ccc(Cl)cc1-c1cc(C(=O)N2CCN(c3ccncc3)CC2)[nH]n1	6	7	-2.9	0.1	5	21	-2.7	0	.
CCOC(=O)C1(CCOc2ccccc2)CCN(Cc2ccc(C#CCCO)cc2)CC1	7	3	-0.7	1.0	-2	4	-4.1	-6	-2.0
Oc1ccccc1CNc1ncc(Br)cc1Br	6	3	-0.1	0.8	-1	-2	2.6	8	0.1
CCCOc1ccc(C2C(=O)N(C3CCCCC3)CC(=O)N2C2CC2)cc1OC (stereo not drawn)	-12	-5	.	-1.9	1	1	-4.1	-3	-0.2
COc1ccc(CCNC(=O)[C@H](CCSC)NC(=O)N2CCn3c2nc2ccccc23)cc1OC	2	-3	-1.1	-0.5	-6	-5	-0.6	-5	0.1
CSc1ccccc1C(=O)Nc1cccc([N+](=O)[O-])c1	2	-23	.	-0.4	2	5	0.6	2	.
COc1ccc([N+](=O)[O-])cc1NC(=O)C(C)OC(=O)Cc1ccc(OC)c(OC)c1 (stereo not drawn)	10	-16	-1.4	-2.0	-1	5	.	-3	5.4
CCOC(=O)C1=Nc2ccccc2C1=[N+]=[N-]	9	19	.	0.5	1	8	-2.8	-4	0.8
CC(C)(C)c1ccc(C(=O)N/N=C/c2ccc(OCCCF)cc2)cc1	7	2	.	-0.2	4	-3	0.8	-2	0.6
Cc1nnc(SCc2ccccc2)nc1/C=C/NOCc1ccc(Cl)cc1Cl	0	0	.	0.8	0	5	-1.1	-4	-4.6
COc1ccccc1Nc1nc(NCC(C)C)nc(N)c1[N+](=O)[O-]	9	9	.	?	-2	2	-4.1	?	1.4
Cc1onc(-c2c(Cl)cccc2Cl)c1-c1nnc(-c2ccc(Cl)cc2)o1	1	1	-1.0	-2.4	0	-6	-1.4	?	0.2

Outcome played no part in choosing rows; overall some 4.8% were active at least once.
